TGFb SMAD3 inh – inhibitors of TGF-b signaling | actives 1.2% (n = 410,000) | HepG2 CAGA-GFP TGF-b/SMAD3 reporter, GFP fluorescence, 18 h; TGF-beta stimulated, 500 pg/mL final | Potency, µM (top dose mostly 46.1 µM), for the others: at the top dose activity, negative = inhibition, usual class: inhibitors; note: potency is the fitted concentration of half-maximal effect; % is set by controls: 0 for no effect and ±100 for the full control effect; nearly all actives have a fitted effect of over 65% in size
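Per well, imaged GFP fluorescence of HEPG2 CAGA-GFP cells gives the signal; cells get compound, then TGF-beta (500 pg/mL final), 18 h at 37 degrees C; %Activity versus -TGF-beta and +DMSO controls.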
CCT modulator – modulators of cytosolic chaperonin (CCT/TRiC) activity; purified chaperonin ATPase assay, HTRF ADP detection, 30 min; actives 0.3% (n = 360,000); activity change, % (test concentration not listed), hits read low; in the data active = activity change below about -30%; note: % is set by controls: 0 for no effect and ±100 for the full control effect
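Nucleotide hydrolysis assay: TRiC at 20–40 nM final (set by batch activity) with 10 uM ATP, 30 min at 37 °C, in presence of 76 uM compound. Detection by competitive ADP HTRF, 30 min ambient.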
A549 viability – kills or reduces viability of A549 cells in Nrf2 counter-screen | A549 ARE-Fluc cells, CellTiter-Fluor viability, 18-24 h | Potency, µM (highest dose often 46 µM), without a hit: top-dose activity change, negative = cytotoxicity, usual class: inhibitors | actives 0.16% (n = 390,000) | AID 504648; note: potency is the fitted concentration of half-maximal effect; % is set by controls: 0 for no effect and ±100 for the full control effect
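Cytotoxicity counterscreen: CellTiter-Fluor fluorescence was measured in A549 ARE_Fluc cells after 18-24 h of compound exposure in a concentration series. The subsequent BugLite luminescent read reports ARE-luciferase activity.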
HepG2 tox – HepG2 cytotoxicity, counter-screen for TGF-b inhibitors. HepG2 CAGA-GFP viability, ATP luminescence, 18 h. Potency, µM (highest dose often 46.1 µM), for the others: top-dose activity change, negative = cytotoxicity, hits mostly cytotoxic. actives 0.76% (n = 410,000); note: potency is the fitted concentration of half-maximal effect; some results filed as inactive show a strong effect at the top dose
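HepG2 CAGA-GFP cells (1000/well, DMEM with 1% FBS) received compound, then TGF-beta at 500 pg/mL final, and were incubated 18 hours at 37 degrees C. Viability was read by CellTiter-Glo luminescence. Media-only wells were set as complete cell-killing and DMSO as no toxicity.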
S2 tox – reduces viability in counter-screen for ATXN expression inhibitors. S2 cells (HEK-293 line with an ATXN2-luciferase reporter) viability, CellTiter-Fluor protease fluorescence, 24 h. Potency, µM (titrated, usually from 56.7 µM), actives largely listed as cytotoxic. actives 0.49% (n = 400,000). AID 651635; note: potency is the fitted concentration of half-maximal effect; nearly all actives have a fitted effect of over 40% in size
Mm-Cpn inhibitor – blocks the Methanococcus maripaludis chaperonin Mm-Cpn. purified Mm-Cpn ATPase, ADP Transcreener TR-FRET. Potency, µM (titrated, usually from 76.9 µM), for the others: at the top dose activity, negative = inhibition, usual class: inhibitors. actives 0.031% (n = 330,000). AID 504842; note: potency is the fitted concentration of half-maximal effect; % is set by controls: 0 for no effect and ±100 for the full control effect; nearly all actives have a fitted effect of over 80% in size
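ATPase read-out: TR-FRET ADP immunoassay (anti-ADP Eu cryptate vs ADP-d2), ex 320 nm, em 590/665 nm; signal drops as ADP forms. Enzyme 25 nM, ATP 10 uM, 30 min at 37°C after 10 min compound preincubation.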
Nrf2 inh – blocks Nrf2 signaling | Potency, µM (doses to about 46 µM), inactives show at the top dose activity change, negative = inhibition, most hits filed as inhibitors | actives 2.1% (n = 360,000) | A549 ARE-Fluc reporter, luciferase luminescence, 18-24 h; note: potency is the fitted concentration of half-maximal effect; % is set by controls: 0 for no effect and ±100 for the full control effect; nearly all actives have a fitted effect of over 60% in size
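A549 ARE_Fluc cells, 5000/well, 5% FBS OPTI-MEM; compounds in dose-response, 18-24 h at 37 °C/5% CO2; CellTiter-Fluor viability read (Ex 405/Em 525), then BugLite luciferase luminescence = Nrf2 activity.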
Nrf2 ARE act – Nrf2 pathway activation; AREc32 ARE-luciferase reporter (MCF7-derived line), luminescence, 24 h; Potency, µM (highest dose often 46.1 µM), for inactives: at the highest dose activation, usual class: activators; actives 0.31% (n = 410,000); AID 624171; note: potency is the fitted concentration of half-maximal effect; % of control where 0% means no effect; nearly all actives have a fitted effect of over 65% in size
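Luciferase luminescence (Steady-Glo, 30 min at room temperature) served as the read-out of ARE activation in AREc32 cells treated with compounds for 24 hr at 37 deg C.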
pAkt inh – blocks phosphorylation of Akt; Neuro2A IGF-stimulated pAkt S473 HTRF, 20 min; active compounds read low; activity change, % for hits at 50 µM; actives 0.32% (n = 360,000); in the data active = activity change below about -80%; inconclusive = mostly about -51% to -80%; note: % is set by controls: 0 for no effect and ±100 for the full control effect
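Single-point screen (50 µM final compound) in Neuro2A cells stimulated 20 min with 6 nM IGF at 37 deg C. After lysis, Ser473-phosphorylated Akt read by HTRF (ex 330 nm, em 615/665 nm) as the 665/615 ratio.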
* = called active by the depositor; i = inactive; ? = inconclusive; nt = no result given; & = joins results of further samples. Unless noted, calls come from the whole dose curve; as a rule, active = well fitted curve in the direction sought with a large enough effect; inconclusive = small, poorly fitted or top-dose-only effect, or another doubt; inactive = no such curve, though single readings can be large; an effect the other way counts as inactive or inconclusive.

SMILES | TGFb SMAD3 inh | CCT modulator | A549 viability | HepG2 tox | S2 tox | Mm-Cpn inhibitor | Nrf2 inh | Nrf2 ARE act | pAkt inh
Cc1ccc(NC(=O)COC(=O)C2COc3ccccc3O2)cc1S(=O)(=O)N1CCOCC1 (stereo unspecified) | -37% | -3.2 | 8% | -30% | i | 1% | 5% | 0.4% | i
O=C(Nc1cccc(-n2cnnn2)c1)c1ccc(Cl)cc1Cl | 1% | -0.5 | 15% | 1% | i | 1% | -2% | 0.0% | i
CC(=O)N1CCN(c2ccc(Nc3ncnc4c3oc3ccccc34)cc2)CC1 | 8% | 1.4 | -19% | -23% | ? | -6% | ? | 2.5% | i
Cc1ccc(N2CC(C(=O)Nc3ccc(Cl)cc3Cl)CC2=O)cc1 (stereo unspecified) | -1% | nt | 2% | 3% | nt | nt | 12% | -0.1% | nt
Cc1cccc(NC(=O)c2ccc(OCc3c(C)noc3C)cc2)n1 | -3% | 0.1 | 4% | -25% | i | -3% | ? | 3.1% | i
N#Cc1ccc(-c2nc3ccc(Cl)cn3c2Cc2cccc(Cl)c2)cc1 | ? | 0.4 | nt | -47% | ? | nt | nt | 0.8% | i
Cc1cc([N+](=O)[O-])ccc1NC(=O)c1cccc(NC(=O)C(C)C)c1 | -2% | 3.1 | 11% | 1% | ? | 0% | ? | 6.3% | i
CCOc1c(OC(C)=O)ccc(/C=C/c2ccc3cccc(OC)c3n2)c1[N+](=O)[O-] | -22% | 0.8 | -18% | -38% | i | -1% | 4% | 17% | i
Cn1nc([N+](=O)[O-])nc1Sc1nnnn1-c1ccc(C(=O)O)cc1 | -2% | 0.7 | 5% | -5% | i | 0% | -2% | 0.2% | i
CCOc1ccc(NC(=O)COc2ccc(C(=O)NC(C)c3ccc(S(N)(=O)=O)cc3)cc2OC)cc1 (stereo unspecified) | -6% | -1.6 | -6% | 10% | i | 0% | -4% | 0.2% | i

The list goes on, starting with the last 2 of the part before.
SMILES | TGFb SMAD3 inh | CCT modulator | A549 viability | HepG2 tox | S2 tox | Mm-Cpn inhibitor | Nrf2 inh | Nrf2 ARE act | pAkt inh
Cn1nc([N+](=O)[O-])nc1Sc1nnnn1-c1ccc(C(=O)O)cc1 | -2% | 0.7 | 5% | -5% | i | 0% | -2% | 0.2% | i
CCOc1ccc(NC(=O)COc2ccc(C(=O)NC(C)c3ccc(S(N)(=O)=O)cc3)cc2OC)cc1 (stereo unspecified) | -6% | -1.6 | -6% | 10% | i | 0% | -4% | 0.2% | i
CCc1nnc(NC(=O)CC23CC4CC(CC(C4)C2)C3)s1 | -2% | 0.0 | 8% | -9% | i | 1% | -4% | -0.8% | i
Cc1ccc(/C=N/N2CCN(Cc3ccc(Cl)cc3)CC2)o1 | ? | -14 | -3% | -43% | i | 0% | -15% | 6.1% | i
N#Cc1ccc(NC(=O)Nc2ccc(Cl)cc2)cc1 | ? | -0.5 | ? | -36% | ? | 2% | 18µM* | 2.2% | i
CC1CCCCC1NC(=O)c1nn(C)c2c1CS(=O)(=O)c1ccccc1-2 (stereo unspecified) | 0% | -2.1 | 0% | -8% | i | -5% | -12% | -0.7% | i
O=C(CCc1ccccc1)Nc1ccc(Cl)cn1 | -15% | -53* | -29% | 2% | i | 1% | -20% | 0.2% | i
Cc1cccc(Oc2cc([N+](=O)[O-])cc3c2C(=O)Nc2ccccc2O3)c1 | ? | 0.9 | -13% | -11% | i | 1% | 16µM* | 7.2% | i
COCCn1c(C)cc(C(=O)CSc2nc3ccccc3c(=O)n2C(C)COC)c1C (stereo unspecified) | -1% | -10 | 1% | -2% | i | -4% | -10% | 4.0% | i
CN1C[C@@H]2[C@@H]3C(=O)N(Cc4ccccc4)C(=O)[C@@H]3[C@](Cc3ccccc3)(C1=O)N2C(=O)c1ccc(C(F)(F)F)cc1 | -15% | -1.8 | 3% | -2% | ? | nt | 9% | 4.9% | i
Cc1nc2c(C(=O)NCCc3ccccc3)c[nH]n2c(=O)c1Cc1ccccc1F | ? | nt | 0% | -63% | i | nt | -4% | 0.3% | nt
COc1ccc(NC(=O)N(C)C[C@H]2Oc3ccc(NC(=O)c4ccncc4)cc3C(=O)N([C@H](C)CO)C[C@@H]2C)cc1 | -8% | 0.0 | 0% | 0% | i | -1% | -8% | -1.0% | i
COc1ccc2c(CC(=O)Nc3cccc(S(=O)(=O)N4CCOCC4)c3)coc2c1 | -14% | -1.7 | 1% | 3% | i | -5% | ? | 4.3% | i
CCN(C[C@H]1N[C@@](Cc2ccccc2)(C(=O)OC)[C@H]2C(=O)N(Cc3ccccc3)C(=O)[C@@H]12)S(=O)(=O)c1ccc(F)cc1 | -22% | -0.7 | -1% | -12% | i | -1% | 10% | 0.7% | i
Cc1cc(C(=O)Nc2ccc3c(c2)OCCO3)c2ccccc2n1 | 17% | 0.1 | 4% | -8% | i | -1% | -9% | 4.0% | i
COc1cc(NC(=O)c2onc(C)c2Cl)c(OC)cc1Cl | 3% | -1.9 | 8% | -5% | i | -5% | 0% | 6.6% | i
CSCC[C@H](NC(=O)c1cccs1)C(=O)N1CCC2(CC1)NCCc1[nH]cnc12 | 7% | -2.4 | -3% | 1% | i | 0% | 1% | -0.2% | i
CCCCCC/C(C=O)=C\c1ccccc1 | 12% | -1.4 | 3% | 0% | i | -2% | 0% | -0.9% | i
CC(=O)NN1C(=O)c2ccccc2NC1c1ccccn1 (stereo unspecified) | -3% | -3.6 | -2% | 5% | i | -2% | 5% | 0.4% | i
NNC(=O)COc1ccc(F)cc1 | 12% | -5.9 | 1% | -5% | i | 0% | 4% | 0.4% | i
COc1ccc(/C=C2\SC(=S)N(CCC(=O)N3CCCCC3)C2=O)cc1 | 5% | -0.9 | 4% | -5% | i | -2% | -12% | -1.5% | i
O=CNC(Cc1ccccc1)C(=O)O (stereo unspecified) | 5% | -0.5 | 1% | 5% | i | 0% | -3% | 0.3% | i
Cc1ccc(CSc2nnc(-c3ccncc3)o2)c(C)c1 | 1% | -0.2 | 3% | -2% | i | 1% | -7% | 2.9% | i
COc1ccccc1C(=O)Nc1sc2c(c1C(=O)NCc1ccco1)CCCC2 | 1% | -1.4 | -10% | -2% | i | -2% | -26% | 0.6% | i
COc1ccccc1-c1nnc(NC(=O)c2ccc(S(=O)(=O)N3CCOCC3)cc2)o1 | -1% | -2.8 | -10% | -30% | i | -1% | ? | -0.6% | i
COc1cc(OC)cc(C(=O)Nc2nnc(-c3cccnc3)o2)c1 | ? | 1.7 | -8% | 2% | i | 2% | ? | 0.1% | i
CCN1C(=O)N(CC)C2C1N(C(C)=O)C(=O)N2C(C)=O (stereo unspecified) | 7% | 1.2 | 5% | 2% | i | 1% | -5% | -0.5% | i
Cc1sc2nc(COC(=O)C(NC(=O)c3ccc(Cl)cc3Cl)C(C)C)[nH]c(=O)c2c1C (stereo unspecified) | 2% | 1.5 | -2% | -5% | i | -3% | 3% | 2.4% | i
Cc1cc(C(F)(F)F)nn1CC(=O)NCc1ccccc1 | 0% | -7.1 | -2% | 1% | i | 1% | -6% | -0.8% | i
Cc1ccc(-c2nc(-c3cc4c([nH]c3=O)CC(C)(C)CC4=O)sc2C)cc1 | 4% | nt | -4% | 2% | i | nt | 14% | 3.5% | nt
CCOC(=O)c1ccc(-c2ccc3c(c2)CCC3)nc1C | -5% | 0.4 | 15% | -7% | i | 2% | ? | 5.5% | i
COc1ccccc1C(=O)n1nc(-c2cccnc2)nc1NCc1ccccc1 | 4%&0% | 2.2 | -1%&0% | 13%&-15% | i | -2% | 29%&1% | -0.5%&0.3% | i
CC(C)NC(=O)c1sc2nc3c(c(-c4cccs4)c2c1N)CN(C)CC3 | 9% | 0.9 | -6% | 5% | i | -7% | -4% | -0.2% | nt
CC(=O)Nc1ccc(N(C(=O)CNC(=O)c2ccco2)C(C(=O)NCc2ccco2)c2ccccc2)cc1 (stereo unspecified) | 14% | -2.7 | 2% | -6% | i | 0% | 10% | -1.3% | i
Cc1sc(-c2ccccn2)nc1OC(=O)c1cccc(Cl)c1Cl | -4% | 0.2 | -14% | -2% | i | 2% | ? | 2.9% | i
O=C(NCc1ccco1)c1cc2nc(C3CC3)cc(C(F)(F)F)n2n1 | ? | 0.3 | 0% | -71% | i | -1% | nt | 2.5% | i
CCCCN(C)CCCNC(=O)C1CCN(S(=O)(=O)CC)CC1 | 0% | nt | -1% | -2% | nt | nt | nt | 0.0% | nt
CCOC(=O)c1ccc(NC(=O)CC2C(=O)N(c3ccc(C)cc3)C(=O)N2C2CCCCC2)cc1 (stereo unspecified) | -8% | nt | 3% | 0% | i | nt | 3% | -0.9% | nt
COc1ccc(OC)c(C2=NOC(C(=O)NCc3cccs3)C2)c1 (stereo unspecified) | -26% | -1.0 | 0% | -12% | ? | -8% | ? | 0.2% | i
CCc1ccc(N2C(=O)CC(c3cc(OC)ccc3OC)C3=C2COC3=O)cc1 (stereo unspecified) | 26% | nt | -4% | 1% | i | nt | -11% | 0.0% | nt
Cc1ccc(NC(=O)CN2CCN(CCN=CC3=C(O)CC(c4ccc(C)cc4)CC3=O)CC2)cc1 (stereo unspecified) | -2% | -0.6 | 8% | -15% | i | -3% | 12% | 0.0% | i
CNC[C@@H](Cc1ccccc1)NC[C@@H](CC1CCCCC1)NCCCc1ccccc1 | ? | -2.3 | ? | 13µM* | 20µM* | 0% | -4% | -5.7% | i
O=C(NCCN1CCCCC1)c1ccc2c(c1)OCCO2 | -7% | -8.0 | -2% | -1% | i | 0% | ? | 3.2% | nt

Single entries from the results shown:
COCCn1c(C)cc(C(=O)CSc2nc3ccccc3c(=O)n2C(C)COC)c1C (stereo unspecified) | Nrf2 ARE act = 4.0%
COc1ccccc1C(=O)Nc1sc2c(c1C(=O)NCc1ccco1)CCCC2 | Mm-Cpn inhibitor = -2%
